# HCV NS3 hel inh: blocks Hepatitis C virus NS3 helicase unwinding | inhibition, % at 10.9 µM | actives 0.56% (n = 290,000) | AID 1800 | NS3 helicase DNA unwinding, Cy5 molecular beacon fluorescence;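 active = inhibition above the mean of all tested compounds plus 3 SD, set per campaign, cut at about 35% in these data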;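 also: 0% = DMSO wells and 100% = thioflavine S control wells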
#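 assay system = NS3 helicase fragment of HCV | buffer or medium = MOPS pH 6.5, MgCl2, DTT, Tween20, BSA | timing = 60 min unwinding reaction at 25 °C after ATP addition | signal = Cy5 beacon fluorescence read at start and 1 h | read-out basis = % inhibition of unwinding | control set = low DMSO, high thioflavine S at 110 µM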
# IDE inh: inhibitors of human insulin-degrading enzyme in cells | P14735 | HEK cells, FAbetaB cleavage, fluorescence polarization | inhibition, % at 5.59 µM | actives 0.41% (n = 320,000);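 active = percent inhibition above the average of all tested compounds plus 3 SD, set per screening campaign, cut at about 16% in these data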;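 also: IDE supplied by intact live HEK cells; FP after avidin binding of uncleaved biotin substrate so inhibition keeps polarization high; 0% = DMSO wells and 100% = 60 µM reference IDE inhibitor Ii1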
# IMP-1 inh: inhibitors of Pseudomonas aeruginosa IMP-1 metallo-beta-lactamase; purified IMP-1, nitrocefin hydrolysis, epi-absorbance fluorescence; actives 0.45% (n = 290,000); inhibition, % at 5.6 µM;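 active = inhibition above the mean plus 3 SD of all compounds in the same screening run, cut at about 4.5% in these data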;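 also: 0% = IMP-1 with DMSO and 100% = DMSO wells lacking enzyme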
#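 System: purified recombinant IMP-1 beta-lactamase. Medium: Zinc- and detergent-supplemented HEPES buffer, pH 7.1. Compound: one 5.6 µM dose […]. Schedule: 15 min preincubation plus 25 min reaction at 25 °C. Technique: Epi-absorbance fluorescence, 480 nm excitation, 530 nm emission.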
# VIM-2 inhibitor: inhibitors of Pseudomonas aeruginosa VIM-2 metallo-beta-lactamase; purified VIM-2, nitrocefin hydrolysis, epi-absorbance fluorescence; inhibition, % at 5.6 µM; AID 1527; actives 0.89% (n = 290,000);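 active = inhibition above the mean of all tested compounds plus 3 SD, cutoff set per screening run, cut at about 7.5% in these data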;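 also: red hydrolysis product quenches plate fluorescence so inhibitors raise well fluorescence; 0% = enzyme with DMSO and 100% = DMSO without enzyme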
# DNA FID counter: fluorescent intercalator displacement, NS3 helicase counter-screen; DNA fluorescent intercalator displacement, fluorescence; AID 1845; actives 0.17% (n = 290,000); inhibition, % at 7.9 µM; in the data active = inhibition above about 37%;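 also: 0% = vehicle and 100% = reference compound; higher means more ethidium bromide displaced from hairpin DNA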
# pCIP destab: lowers stability of the mouse p/CIP coactivator protein; F442A p/CIP-EGFP cells, EGFP fluorescence, 16 h; Q05BA5; actives 0.01% (n = 290,000); decrease of EGFP signal, % at 10 µM;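 active = EGFP signal decrease of at least 30% at 10 µM or well 3 SD below plate mean, unless failing retest; inactive = the rest, including hits failing retest or dose response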; also: some compounds called inactive have numbers as strong as hits; many of its hits are not listed in these tables
# UBC9 SUMO inh: inhibitors of human SUMOylation (UBC9). AID 2006. inhibition, % at 35 µM. HTRF SUMOylation assay, SAE1/SAE2 + UBC9, in vitro. actives 0.36% (n = 290,000). P63279; in the data active = inhibition above about 50%, passing the limit was not always enough; also: strong numbers were not always called active
# Target sequence (P63279 whole entry, looked up): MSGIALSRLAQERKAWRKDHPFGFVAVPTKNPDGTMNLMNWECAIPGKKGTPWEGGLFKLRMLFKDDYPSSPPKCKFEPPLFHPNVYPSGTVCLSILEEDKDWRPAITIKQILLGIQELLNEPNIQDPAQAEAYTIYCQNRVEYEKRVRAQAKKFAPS
# IDE cell activ: IDE (human) activation, cell-based; activation, % at 5.96 µM; actives 0.073% (n = 340,000); HEK cells, FAbeta-B cleavage, fluorescence polarization; 0% vehicle, 100% cell-free pure enzyme wells;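 active = activation above the mean of all tested compounds plus 3 SD, set per screening campaign, cut at about 17% in these data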
# M18AAP inhibitor: blocks P. falciparum M18 aspartyl aminopeptidase; inhibition, % at 7.35 µM; actives 1.2% (n = 290,000); recombinant PfM18AAP, H-Glu-NHMec fluorogenic cleavage;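 active = inhibition above the campaign mean inhibition over all tested compounds plus 3 SD, cut at about 28% in these data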;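 also: 0% = plate median of test compound wells and 100% = 2 mM ZnCl2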
# Numbers without * were called inactive; x = not tested or not shown.
molecule	HCV NS3 hel inh	IDE inh	IMP-1 inh	VIM-2 inhibitor	DNA FID counter	pCIP destab	UBC9 SUMO inh	IDE cell activ	M18AAP inhibitor
CCOc1ccccc1OCCOc1ccccc1CC	-12	-1	-2.5	-0.2	-5	-7	-10	4	-2
COc1ccc(-[n+]2c(C)cc(/C=C3\Sc4ccccc4N3C)cc2C)cc1	-33	72*	-1.4	2.4	3	-589	-12	-65	45*
CC(Sc1nncn1C)C(=O)Nc1ccc(S(N)(=O)=O)cc1 (configuration not stated)	2	14	-1.6	-2.4	-1	-2	35	7	-1
O=C(Nc1ccc(C(=O)O)cc1)/C(=C\C=C\c1ccccc1)NC(=O)c1ccccc1Br	2	-1	-1.3	-0.4	-32	-10	12	6	5
COC(=O)c1cc(N=CC2=C(O)CC(C)(C)CC2=O)cc(C(=O)OC)c1	3	-2	-3.0	-6.8	-16	-2	18	2	30*
O=C(NCCS(=O)(=O)N1CCN(c2ccccc2F)CC1)C1CC(=O)N(c2ccc(F)cc2)C1 (configuration not stated)	-3	-2	-2.9	-1.9	-15	-1	20	6	0
CC(=O)Nc1ccc2c(CSc3nncs3)cc(=O)oc2c1	0	4	5.4*	2.5	-2	-10	42	8	20
Cc1cc(OCC(=O)Nc2cccnc2)c2c(C)c(C)c(=O)oc2c1	4	2	0.3	61*	-17	5	8	1	-3
CNc1nc(C)cc(C)c1S(=O)(=O)c1ccc(C)cc1	-6	-4	-2.6	-3.5	-14	-12	10	4	-2
CC1CCN(c2ncnc3c2cnn3Cc2ccc(Cl)cc2)CC1	-8	0	-4.3	-0.1	-9	-1	7	-1	4
Cc1ccc(N2CC(C(=O)NCC3CCCO3)CC2=O)cc1Cl (configuration not stated)	0	7	-0.4	-0.4	-3	-5	8	2	0
O=C(c1cc(C2CC2)on1)N1CCCC(N2CCN(c3cccc(C(F)(F)F)c3)CC2)C1 (configuration not stated)	-10	3	-2.6	-3.6	-27	-16	-5	2	5
O=C(Cc1ccc(Nc2nc3ccc(Br)cc3[nH]2)cc1)NCCc1cccs1	-52	-2	-2.9	-2.4	9	-3	-18	3	-2
N=C(N)SCc1ccccc1Cl	1	2	1.5	-1.5	9	9	5	0	4
CCCNC(=O)Cn1cnc2sc(C(=O)N3CCN(CCC)CC3)c(C)c2c1=O	-6	-5	-3.9	-2.8	-1	0	8	2	-4
Cc1cc(C)n2c(SCC(=O)Nc3ncc(C(F)(F)F)cc3Cl)nnc2n1	-4	0	-0.9	1.4	-6	-4	13	9	-1
CCOc1cccc(C(=O)Nc2ccccc2C(=O)N2CCOCC2)c1	-3	1	-0.4	-0.6	-6	3	3	2	-2
O=C(c1ccccc1SCc1ccccc1)N1CCOCC1	7	-2	-1.9	-1.0	-9	-7	11	3	-6
O=C(NCCN1CCN(S(=O)(=O)c2ccc(F)cc2)CC1)C(=O)NCc1ccccc1	19	-4	-1.0	-2.7	-29	-5	8	5	0
CCOc1ccc(C(=O)NCC(C)NC(=O)c2ccc(OCC)cc2)cc1 (configuration not stated)	-3	4	0.0	2.5	-9	5	5	0	2
CC(C)C(OC(=O)c1ccco1)C(=O)NCc1ccccc1 (configuration not stated)	1	-2	0.1	0.8	1	-18	10	2	-18
COc1ccc(C(=O)c2sc3nc(-c4ccccc4)ccc3c2N)cc1OC	0	2	-2.8	-2.5	-4	-32	28	0	10
CCOC(=O)c1c(C)[nH]c(C)c1C(=O)CSc1nnc(N)s1	12	2	-3.8	-3.5	-2	11	12	4	8
O=C(COC(=O)CCC(=O)c1cccs1)NCc1ccc(Cl)cc1	-5	-1	0.2	-0.1	-9	3	-5	5	-5
CC(C)N(C(=O)CSc1nnnn1C1CCCC1)C(C)C	0	-3	-1.2	-0.8	-8	-25	7	4	-3

# Record cards (already shown).
# Shown for `O=C(Cc1ccc(Nc2nc3ccc(Br)cc3[nH]2)cc1)NCCc1cccs1` → HCV NS3 hel inh = -52; IDE inh = -2; IMP-1 inh = -2.9; VIM-2 inhibitor = -2.4; DNA FID counter = 9; pCIP destab = -3; UBC9 SUMO inh = -18; IDE cell activ = 3; M18AAP inhibitor = -2
# Shown for `CNc1nc(C)cc(C)c1S(=O)(=O)c1ccc(C)cc1` → HCV NS3 hel inh = -6; IDE inh = -4; IMP-1 inh = -2.6; VIM-2 inhibitor = -3.5; DNA FID counter = -14; pCIP destab = -12; UBC9 SUMO inh = 10; IDE cell activ = 4; M18AAP inhibitor = -2

# Carrying on:
molecule	HCV NS3 hel inh	IDE inh	IMP-1 inh	VIM-2 inhibitor	DNA FID counter	pCIP destab	UBC9 SUMO inh	IDE cell activ	M18AAP inhibitor
C=C(C)Cn1c(CNC(C)=O)nc2ccccc21	0	2	-1.1	-2.4	1	-8	-13	-2	-9
O=C(CNC(=O)c1ccc(Br)cc1)NCC(=O)OCC(=O)c1ccc([N+](=O)[O-])cc1	6	17*	-0.2	0.1	-1	4	-6	-5	38*
Cc1cc(=O)oc2cc(OCCSCCN3CCCCC3)ccc12	-6	1	-3.7	0.5	3	-3	13	-2	17
COc1ccc(C(CNC(=O)COc2ccccc2OC)N2CCCCC2)cc1 (configuration not stated)	-2	-2	-0.6	-0.1	12	-14	x	4	-10
CC1(CCC#N)N=C(SCCC#N)N(c2ccccc2)C1=O (configuration not stated)	11	-3	-2.5	-0.5	14	-17	5	-2	-14
CC(=O)c1ccc(N2CCN(C(=O)c3cccs3)C(C)C2)c(F)c1 (configuration not stated)	-5	-2	-5.7	0.5	-31	-24	50	1	-3
COc1ccccc1NC(=O)COC(=O)Cc1ccc(S(=O)(=O)N2CCCCC2)s1	-5	0	2.3	0.4	-27	2	22	-4	-1
O=C(Nc1cccc(O)c1)c1c(O)c2ccccc2[nH]c1=O	2	6	-3.6	-3.0	9	2	13	3	7
Cc1c(-n2c(=O)n(Cc3ccccc3)c(=O)c3[nH]cnc32)cccc1S(C)=O (configuration not stated)	6	-1	-3.2	-1.6	-12	-5	17	1	-5
O=C(c1ccc(S(=O)(=O)N2CCCCC2)cc1)c1nnc(-c2ccc(Cl)cc2)o1	2	x	0.8	-0.9	1	-21	13	4	-9
CC(C)(O)[C@H](O)COc1c2ccoc2cc2oc(=O)ccc12	0	-4	-3.3	-2.5	-3	-3	8	2	3
O=C1CN=C(Nc2ccc(Cl)cc2)N1c1ccccc1	-9	7	-1.5	-2.5	3	-1	26	3	-1
O=C(O)c1cccc(NC(=O)c2ccc(N3C(=O)c4ccc(C(=O)Nc5cccc(C(=O)O)c5)cc4C3=O)cc2)c1	9	2	-2.5	-3.3	-23	-9	-23	3	0
Cc1cc2nc3c(=O)[nH]c(=S)[nH]c3nc2cc1NC(=O)C(F)(F)F	6	-4	0.9	-3.9	-1	-70	60*	0	19
COC(=O)c1ccc(NC(=O)Cn2nnc(-c3cccs3)n2)cc1	-4	8	-2.2	-1.4	-4	-2	3	7	-2
Nc1nonc1C(=O)NCCNC(=O)c1cccc(Cl)c1	-2	5	-5.8	-0.3	0	17	-10	3	2
CCn1ncc(CNC(=O)C2(C)CC2(Cl)Cl)c1C (configuration not stated)	10	-1	0.4	-1.4	-3	-10	1	-2	-13
Cc1c(C)n(C)c2ccc(C(=O)N3CCN(c4ccccc4)CC3)cc12	2	-2	-1.0	-2.1	-35	-7	3	1	0
COC(=O)C1OC2(OC1C(=O)OC)c1ccccc1-c1ccccc12 (configuration not stated)	-4	3	-1.7	0.7	-9	-22	12	1	4
COc1cc2cc(CN(CCO)C(=O)c3cccs3)c(=O)[nH]c2cc1OC	1	5	-2.2	0.6	-7	-10	-1	6	-8
Cc1cc(=O)n(CCO)c(O)c1C#N	-3	4	-1.1	-1.2	0	9	10	1	-4
O=C(O)CCNS(=O)(=O)c1ccc(Oc2ccccc2Cl)cc1	7	5	-3.5	-5.5	-11	-11	20	4	0
Cc1c(C(=O)Nc2ccc3c4c(cccc24)CC3)cccc1[N+](=O)[O-]	12	-4	-0.3	1.1	-2	-2	-9	-4	5
CC(=O)c1ccc(N2CCN(C(=O)C3CCN(S(=O)(=O)c4ccc5c(c4)CC(C)N5C(=O)C4CC4)CC3)CC2)cc1 (configuration not stated)	-8	1	-1.8	0.3	-49	-8	3	-3	0
CCOc1ccccc1N1C(=O)c2cccnc2C1=O	6	2	-3.1	-3.5	2	-16	15	0	-1
Cc1cc(=O)oc(C)c1C(=O)Nc1ccc(Cl)cn1	4	5	-2.2	1.2	-7	-9	-11	3	0
Cc1c(C(=O)N2CCN(c3ccccc3F)CC2)sc2nc(-c3ccccc3)cn12	-10	-10	-2.9	-1.9	-4	-17	2	1	-11
c1ccc(Cc2nc3ccccc3[nH]2)cc1	5	10	-1.6	-2.2	0	-3	1	12	7
Cc1ccc(C2CC(c3cccs3)=NN2C(=O)CSC2=NCCS2)cc1 (configuration not stated)	-5	0	-0.7	-1.8	-36	9	10	3	4
COc1ccc(CC(=O)Nc2nn(C)c3nc4c(C)cccc4cc23)cc1	-6	6	-1.2	-1.2	-3	-3	37	x	-2
COc1cc(NC(=O)C2CCCCC2)c(OC)cc1NC(=O)CCC(=O)NCc1ccco1	1	-5	-1.4	-1.4	-24	-4	28	2	6
COc1ccc(NC(=O)c2nc(S(=O)(=O)Cc3cccc(C)c3)ncc2Cl)c(OC)c1	2	-2	0.4	1.2	-8	-24	x	8	-79
CSc1c(C#N)c(N)nc2sc(C(=O)c3ccc(Cl)c(Cl)c3)c(N)c12	8	9	-1.1	-0.2	-5	-6	29	x	7
COc1ccc(CNC(=S)Nc2ccc3nc(N4CCOCC4)cc(C)c3c2)cc1	-21	-1	-3.8	-3.1	-4	-2	-6	-1	0
CCC(OC(=O)c1nsc(Cl)c1Cl)C(=O)NCc1cccs1 (configuration not stated)	-8	1	-3.3	-1.8	-8	-2	26	2	3
CCOC(=O)c1ccccc1N=Cc1c(O)c2ccccc2oc1=O	16	-6	-1.5	1.2	-11	-1	-2	1	1
Cc1ccc(NC(=O)CCSc2nnnn2-c2ccc3c(c2)OCO3)cc1C	-3	3	-0.8	-0.6	-22	-13	-4	-1	-5
O=C(c1ccc(Cl)cc1)N1CCC(O)(CSc2ccc(Cl)cc2)CC1	-23	3	-2.7	-2.4	-24	0	10	-1	-2
O=C(NCC(=O)N1CCN(c2ccccc2O)CC1)c1ccccc1	-4	-15	-1.9	-2.1	-9	-26	16	3	16
CC(C)(C)NC(=S)NNC(=O)c1ccncc1	-2	-2	-3.7	-3.3	4	-8	3	-2	-4
OCCCCNCc1ccc(OCc2ccccc2)cc1	-12	4	2.8	1.2	11	-21	0	0	-5
O=C(O)c1csc(-c2ccc(Cl)cc2)n1	-3	-6	-2.9	-4.7	-8	-55	7	0	7
CC(Oc1ccc(Cl)cc1Cl)C(=O)NNC(=O)C(=O)N1CCCC1 (configuration not stated)	0	-3	-1.7	-3.8	-12	-7	11	4	-9
S=C(Nc1ccccc1Cl)NC1CC2CCCC(C1)N2C1CC1 (configuration not stated)	-1	1	-3.2	-3.8	8	10	-14	5	-3
CC(C)OC(=O)CN1CCN(c2ccc(Cl)cc2)CC1	4	5	-4.8	-0.4	-15	6	21	5	-4

# Bioassay records (PubChem BioAssay)
